Cl transport mod – KCC2 cotransporter modulators, thallium flux, primary screen, cell-based, HEK293 KCC2, FluoZin-2 fluorescence, MLSMR. Solute carrier family 12 member 5 (Homo sapiens), Q9H2X9. 2.2% of 190,000 active. B-score of Tl+ flux slope (higher = more flux/activation; lower = inhibition) at 10 µM. AID 1456, 2008. KCC2 cells, thallium flux FluoZin-2 fluorescence;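 active = thallium flux slope and its plate-corrected score both differing from the plate sample mean at a set confidence after two filtering rounds, in either direction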;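 also: slope of fluorescence scaled to starting intensity during 10 to 20 s after thallium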
p97 inhibitor – inhibitors of human p97 ATPase, primary screen, biochemical; recombinant p97 ATPase, Kinase-Glo ATP luminescence, 3 h; inhibition, % at 8 µM; 0.42% of 220,000 active; Transitional endoplasmic reticulum ATPase (Homo sapiens), P55072; in the data active = inhibition above about 15%;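 also: 0% = DMSO vehicle and 100% = wells lacking enzyme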
FXIa inh – human FXIa protease inhibitors, primary screen, biochemical, 1536-well | Coagulation factor XI (Homo sapiens), P03951 | purified FXIa, Boc-Glu-Ala-Arg-AMC fluorogenic substrate | inhibition, % at 5 µM | 0.14% of 220,000 active | AID 798, 2007;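 active = inhibition of at least 40%; inactive = inhibition below 40%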;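 also: fluorescence of freed AMC excited at 355 nm; 0% = enzyme without compound and 100% = no enzyme blank; many of its hits are not listed in these tables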
Target sequence (P03951 19-387 limits assumed): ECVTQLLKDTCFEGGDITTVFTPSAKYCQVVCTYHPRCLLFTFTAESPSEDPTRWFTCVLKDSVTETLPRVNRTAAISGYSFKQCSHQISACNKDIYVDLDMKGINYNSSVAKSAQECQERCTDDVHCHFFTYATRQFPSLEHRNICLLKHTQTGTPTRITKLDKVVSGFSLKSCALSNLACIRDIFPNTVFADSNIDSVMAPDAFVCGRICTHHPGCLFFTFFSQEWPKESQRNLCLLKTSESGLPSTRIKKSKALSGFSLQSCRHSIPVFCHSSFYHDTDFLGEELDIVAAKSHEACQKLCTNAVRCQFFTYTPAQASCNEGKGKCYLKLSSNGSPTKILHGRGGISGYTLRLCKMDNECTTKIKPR
Target sequence (P03951 388-625 limits assumed): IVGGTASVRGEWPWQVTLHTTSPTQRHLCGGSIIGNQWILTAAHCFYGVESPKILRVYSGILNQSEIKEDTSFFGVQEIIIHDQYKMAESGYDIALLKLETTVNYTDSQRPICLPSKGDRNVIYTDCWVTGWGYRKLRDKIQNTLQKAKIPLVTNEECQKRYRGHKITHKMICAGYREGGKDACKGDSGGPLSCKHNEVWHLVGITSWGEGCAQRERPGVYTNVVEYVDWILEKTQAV
Furin inhibitor – human furin inhibitors, primary screen, biochemical, fluorescence intensity | purified furin, fluorogenic substrate cleavage | 0.061% of 220,000 active | P09958 | AID 463115, 2010 | inhibition, % at 30 µM; in the data active = inhibition above about 25%; also: inactives centre near -15
Wee1 stabilizer – Wee1 degradation inhibitors, primary screen, cell-based, HeLa, Wee1K328M-luciferase, luminescence. Wee1-like protein kinase (Homo sapiens), P30291. HeLa Luc-Wee1K328M stability; 100% = proteasome inhibitor MG132 effect. reporter increase, % at 5 µM. 1.2% of 220,000 active;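 active = activation above the mean of all tested compounds plus 3 SD, set per screening run, cut at about 8.8% in these data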;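 also: cells exposed to compound for 20 h before luminescence read; 0% = DMSO alone and 100% = MG132 at 30 µM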
PERK inhibitor – block of dimerizer-induced PERK translation repression, primary screen, PERK inhibitor project, CHO PERK-DD cells, SEAP luminescence, HTS; Eukaryotic translation initiation factor 2-alpha kinase 3 (Homo sapiens), Q9NZJ5; CHO PERK-DD fusion, SEAP luminescence translation reporter; inhibition, % at 5.6 µM; 0.17% of 220,000 active; AID 1416, 2008;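 active = inhibition above the mean inhibition of all tested compounds plus 3 SD, set separately per screening campaign, cut at about 2.9% in these data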;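 also: PERK kinase domain activated by AP20187 dimerizer at 100 nM; 0% = DMSO with dimerizer and 100% = rapamycin at 8.4 µM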
KLK5 inh – human KLK5 protease inhibitors, primary screen, biochemical, 1536-well. Kallikrein-5 (Homo sapiens), Q9Y337. recombinant hK5, fluorogenic AMC substrate cleavage. inhibition, % at 5 µM. 0.59% of 210,000 active. AID 873, 2007;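 active = inhibition of 40% or more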;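 also: 0% = enzyme controls without compound and 100% = no-enzyme blanks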
Target sequence (Q9Y337 67-293 limits assumed): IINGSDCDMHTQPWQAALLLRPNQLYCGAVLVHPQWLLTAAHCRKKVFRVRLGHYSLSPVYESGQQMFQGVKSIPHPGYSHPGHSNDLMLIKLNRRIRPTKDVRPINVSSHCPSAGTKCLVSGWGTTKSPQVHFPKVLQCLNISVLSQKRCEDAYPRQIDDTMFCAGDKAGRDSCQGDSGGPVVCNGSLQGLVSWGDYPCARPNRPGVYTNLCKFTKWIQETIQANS
FXIIa inh 1536 – human FXIIa protease inhibitors, primary screen, biochemical, 1536-well | Coagulation factor XII (Homo sapiens), P00748 | purified FXIIa, Boc-QGR-AMC fluorogenic substrate, 2 h | inhibition, % at 5 µM | 0.3% of 220,000 active | AID 800, 2007; in the data active = inhibition above about 40%;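 also: 0% = enzyme with no compound and 100% = blank without enzyme; many of its hits are not listed in these tables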
thrombin 1536 – human alpha-thrombin inhibitors, primary screen, counter-screen for coagulation protease inhibitor project, biochemical, 1536-well, fluorogenic AMC substrate; 0.26% of 220,000 active; Prothrombin (Homo sapiens), P00734; inhibition, % at 5 µM; AID 1046, 2008; Boc-VPR-AMC fluorogenic substrate cleavage;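 active = inhibition at or above 40%; inactive = inhibition below 40%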;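 also: 0% = enzyme with no compound and 100% = wells without enzyme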
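Test system: human alpha-thrombin; medium: pH 7.5 Tris-saline with Tween 20; times: reaction at room temperature; signal: AMC fluorescence at 355 nm excitation and 460 nm emission; also added: Boc-VPR-AMC substrate, 15 µM final; dosing: one concentration per compound, 5 µM, with 0.2% DMSO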
* marks the source's active call; other numbers are inactive results; . = not tested or not shown; [ ] = remark or other dose.

SMILES	Cl transport mod	p97 inhibitor	FXIa inh	Furin inhibitor	Wee1 stabilizer	PERK inhibitor	KLK5 inh	FXIIa inh 1536	thrombin 1536
COc1ccc(NC(=S)N2CCN(c3ncccn3)CC2)c(OC)c1	-0.0013	3	0	-30	3	0.1	0	10	1
CCn1c2ccccc2c2nnc(SCCCn3c(=O)[nH]c4ccccc43)nc21	.	3	7	-9	-1	0.3	-2	19	5
COc1ccc(S(=O)(=O)N(C)c2ccc(C(=O)N3CCOCC3)cc2)cc1OC	0.00042	4	2	-21[20 µM]	-2	0.5	3	8	5
CCCCOc1ccc(/C(O)=C2/C(=O)C(=O)N(Cc3cccnc3)C2c2ccncc2)c(C)c1 (stereo not drawn)	-0.021	3	6	2	-2	0.1	-9	10	1
COCCSc1ccccc1C(=O)N1CCN(Cc2ccccc2)CC1	-1.2	-2	2	-32	5	1.1	1	13	-1
CN(C)c1ccc(/C=N/NC(=O)c2nnn(-c3nonc3N)c2COc2ccc(F)cc2)cc1	0.25	7	-2	-16	-1	2.0	-1	2	-5
OCCN1CCN(CC(O)COc2ccc(-c3ccccc3)cc2)CC1 (stereo not drawn)	0.46	-4	-7	-8[20 µM]	0	0.0	11	4	-2
Cc1ccc(Cn2cnc3sc4c(c3c2=O)CCC4)c(C)c1	-0.056	-1	6	-20[20 µM]	2	-0.5	10	8	-1

(continued)
SMILES	Cl transport mod	p97 inhibitor	FXIa inh	Furin inhibitor	Wee1 stabilizer	PERK inhibitor	KLK5 inh	FXIIa inh 1536	thrombin 1536
COc1cccc(-c2ccc3c(N)c(C(=O)NC4CC4)sc3n2)c1	-1.6	2	0	-18	-1	-1.4	0	8	-2
N=c1n(CC(=O)c2ccc(Br)s2)c2ccccc2n1Cc1ccccc1	0.9	10	4	-10	10*	-1.4	3	10	0
CCOC(=O)c1cccnc1SCC(=O)N(CC)c1cccc(C)c1	-0.4	-6	-6	-2[20 µM]	0	0.0	-5	6	-1
Fc1ccc(Oc2nnnn2-c2ccccc2)cc1	0.05	2	-6	-20	-2	1.2	-4	-2	-6
CC(=O)c1ccc(NC(=S)Nc2ccc(N3CCOCC3)cc2)cc1	0.22	7	-4	-23	-4	0.8	-2	4	-4
CCOCCCNC(=O)C(NC(=O)c1ccc(NC(C)=O)cc1)c1ccccc1 (stereo not drawn)	0.4	6	4	-9	1	-0.1	-2	9	1
Cn1c(N)c(C(=O)COC(=O)c2ccc(Br)o2)c(=O)n(C)c1=O	0.76	4	-12	-18[20 µM]	1	0.9	14	-10	-2
CCOc1ccccc1NC(=O)CSc1ncnc2c1oc1ccccc12	0.19	-1	0	-27	3	0.1	6	-4	-4

(continued)
SMILES	Cl transport mod	p97 inhibitor	FXIa inh	Furin inhibitor	Wee1 stabilizer	PERK inhibitor	KLK5 inh	FXIIa inh 1536	thrombin 1536
CCOc1cc(NC(=S)NC)c(OCC)cc1NC(=O)c1ccc(OC)cc1	0.11	-2	2	-18	2	-0.5	7	8	-6
O=C1Nc2ccccc2C1Cc1ccccc1 (stereo not drawn)	-0.79	10	-1	-24	0	1.4	1	3	-9
Cc1cc(C)cc(NC(=O)N2CCCN(c3c(Cl)cncc3Cl)CC2)c1	-1.8	6	3	-21	-3	0.1	1	9	-1
N#Cc1cc(-c2ccccc2)oc1NC(=O)c1ccccc1	-0.29	0	-6	-21[20 µM]	2	0.3	-15	4	18
COC(=O)CSC1=C(C#N)C(c2ccc(C(C)C)cc2)CC(=O)N1 (stereo not drawn)	-1.5	-3	3	-17	1	1.5	1	13	2
Cc1cccc(NC(=O)CN2C(=O)S/C(=C\C(=O)Nc3ccc(Cl)cc3)C2=O)c1	1	-2	-5	1	4	0.1	-18	-5	-11
CC1(c2ccccc2Cl)NC(=O)N(CC(=O)NC(=O)NCc2ccco2)C1=O (stereo not drawn)	-2.2	6	4	-17	-1	0.8	-1	14	-3
COC(=O)c1cc(C(=O)Cc2ccccc2)c[nH]1	-0.016	-3	-6	-9	2	0.0	6	5	2

(further entries)
SMILES	Cl transport mod	p97 inhibitor	FXIa inh	Furin inhibitor	Wee1 stabilizer	PERK inhibitor	KLK5 inh	FXIIa inh 1536	thrombin 1536
Cc1cc(N2CCCCC2)ccc1[N+](=O)[O-]	-0.035	3	-4	-2	1	0.5	-23	1	-5
COCCNC(=O)COc1ccccc1C	.	4	-14	-23[20 µM]	-1	0.5	-24	8	0
COc1cccc(-c2nn(-c3ccccc3)cc2CO)c1	-1.2	1	1	-19[20 µM]	1	0.5	-22	21	4
CC(=O)Nc1cccc(/C(C)=N/NC(N)=S)c1	-0.021	4	26	-20	2	0.6	18	12	4
Cc1sc2ncnc(NCc3cccs3)c2c1C	-1	1	5	-19[20 µM]	1	0.6	1	12	10
O=C(/C=C/c1cccc(Oc2ccccc2)c1)N1CCOCC1	-0.13	-1	-4	-21	-1	-0.2	-2	5	-3
CCN1CCCC1CNC(=O)CSCc1nc(-c2ccccc2C)oc1C (stereo not drawn)	.	-3	2	-12	0	-0.5	-2	12	2
O=c1c2sccc2nc(SCc2cc(=O)n3ccccc3n2)n1-c1ccc(Br)cc1	-1.9	-1	-3	-14	-1	-1.2	6	2	-6

Following part:
SMILES	Cl transport mod	p97 inhibitor	FXIa inh	Furin inhibitor	Wee1 stabilizer	PERK inhibitor	KLK5 inh	FXIIa inh 1536	thrombin 1536
O=S(=O)(Cc1ccccc1)NCc1ccccn1	-0.84	2	2	-17[20 µM]	0	0.3	12	13	-2
CC(C)c1ccccc1NC(=O)COC(=O)Cc1c[nH]c2ccccc12	-1.5	0	4	-12	-4	1.3	-19	17	0
OC1(c2ccccc2)Cc2cccc[n+]2C1c1ccccc1 (stereo not drawn)	1.4	4	0	-19	0	1.7	1	8	-11
Cn1c(N)c(C(=O)COC(=O)c2ccc(Cl)nc2)c(=O)n(C)c1=O	-1.4	-3	-9	-21	-1	0.2	-6	1	8
Cc1cc(OCCCC(=O)NC2=NCCS2)ccc1Cl	-1.5	-4	0	-6[20 µM]	-1	0.8	-4	14	1
O=C(Cc1cn2ccsc2n1)Nc1nc2c(s1)CCCC2	.	1	6	-20	0	-0.2	1	13	3
C=CCC(CC=C)(C(=O)O)c1ccccc1	1	-6	5	-21[20 µM]	0	1.3	-8	16	2
COc1ccc(OCc2ccc(C(=O)NN)cc2)cc1	1.9	3	-8	-17[20 µM]	1	-0.4	-15	8	3

Of the compounds above, two have a cyano group:
SMILES	Cl transport mod	p97 inhibitor	FXIa inh	Furin inhibitor	Wee1 stabilizer	PERK inhibitor	KLK5 inh	FXIIa inh 1536	thrombin 1536
N#Cc1cc(-c2ccccc2)oc1NC(=O)c1ccccc1	-0.29	0	-6	-21[20 µM]	2	0.3	-15	4	18
COC(=O)CSC1=C(C#N)C(c2ccc(C(C)C)cc2)CC(=O)N1 (stereo not drawn)	-1.5	-3	3	-17	1	1.5	1	13	2

Later entries:
SMILES	Cl transport mod	p97 inhibitor	FXIa inh	Furin inhibitor	Wee1 stabilizer	PERK inhibitor	KLK5 inh	FXIIa inh 1536	thrombin 1536
NC(=O)C1=C[C@H](c2coc3ccccc3c2=O)C[C@H](OCc2ccc(CO)cc2)O1	0.03	3	-6	-36	4	0.9	2	6	-3
COC(=O)CSc1nnc(NC(=O)/C=C\c2ccc3c(c2)OCO3)s1	0.089	5	2	-15	0	2.6	-15	13	3
CC(/C=N/N1CCN(c2ccccc2)CC1)=C\c1ccccc1	0.058	3	-2	-7[20 µM]	0	0.7	-40	14	-6
COc1ccc(CNC(=O)C2=CCN(S(=O)(=O)c3ccc(C)cc3)CC2)cc1	-0.5	2	-1	-23	3	0.4	2	6	-6
COc1ccc(CCNc2ncnc3nc[nH]c23)cc1OC	-0.82	-2	-3	-31	8	0.6	-8	12	-4
Cc1ccc(NC(=S)NC(C)CCc2ccccc2)cc1C (stereo not drawn)	-1.4	-2	8	-25	-1	0.3	-6	14	-1
CO/N=C/c1ccc(N2CCCC2)c([N+](=O)[O-])c1	0.58	2	0	-19	2	1.1	2	6	-1
CCN(CC)C1CCN(c2nc3nonc3nc2NCCOC)C1 (stereo not drawn)	.	2	5	-16	0	1.6	.	12	5

Part of the list above, reformatted:
Each structure is followed by: Cl transport mod | p97 inhibitor | FXIa inh | Furin inhibitor | Wee1 stabilizer | PERK inhibitor | KLK5 inh | FXIIa inh 1536 | thrombin 1536
> Cc1ccc(NC(=S)NC(C)CCc2ccccc2)cc1C (stereo not drawn)
→ -1.4 | -2 | 8 | -25 | -1 | 0.3 | -6 | 14 | -1
> CO/N=C/c1ccc(N2CCCC2)c([N+](=O)[O-])c1
→ 0.58 | 2 | 0 | -19 | 2 | 1.1 | 2 | 6 | -1

Carrying on:
SMILES	Cl transport mod	p97 inhibitor	FXIa inh	Furin inhibitor	Wee1 stabilizer	PERK inhibitor	KLK5 inh	FXIIa inh 1536	thrombin 1536
O=C(CSCc1ccccc1)Nc1ccccc1C(=O)Nc1ccc(C(=O)O)cc1	0.18	11	-3	-18	-2	0.5	-1	2	-6
O=C(Nc1ccccc1)C1CC2CCCC(C1)C2=O (stereo not drawn)	0.99	17*	1	-21	-2	1.2	4	4	-2
O=C(O)/C=C/C(=O)NCC1CCC(CNC(=O)/C=C/C(=O)O)CC1 (stereo not drawn)	-0.18	9	2	-12	0	0.4	3	11	3
C=CCc1ccc(OCCCCNC(C)CC)c(OC)c1 (stereo not drawn)	-0.62	4	0	-35	0	-0.5	-11	13	-4
Cc1cccc(CS(=O)(=O)c2nnc([C@H](Cc3ccccc3)NC(=O)OC(C)(C)C)o2)c1	.	-7	17	-15[20 µM]	-2	-1.6	-7	30	29
COCCOC(=O)C1=C(C)NC(=O)NC1c1ccc(-c2cc(Cl)ccc2Cl)o1 (stereo not drawn)	0.34	-5	32	0	-5	0.0	38	20	31
Cc1ccccc1-c1nc(CS(=O)CC(=O)NCCN2CCOCC2)c(C)o1 (stereo not drawn)	.	-5	6	-31	-3	-0.3	-3	15	0
C=CCN=Cc1c(C)[nH]n(-c2ccccc2)c1=O	0.095	3	-2	-27	1	1.4	1	10	-22
CC(/C=C/C1(O)C(C)CC(=O)CC1(C)C)OC1OC(CO)C(O)C(O)C1O (stereo not drawn)	1	3	1	-22	-1	0.5	-1	7	-1
